Assay outcomes (PubChem)
RORg inh = qHTS for inhibitors of ROR gamma transcriptional activity. Nuclear receptor ROR-gamma (Mus musculus), P51450. Drosophila S2 Gal4-RORgamma UAS-luciferase reporter, 20 h. Potency, µM (series often up to 53.6 µM), inactives show top-dose activity change, negative = inhibition, actives largely listed as inhibitors. actives 5.4% (n = 310,000); also: nearly all actives have a fitted effect of over 60% in size
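Drosophila S2 cells stably expressing Gal4-DBD/mouse RORγ fusion under metallothionein promoter plus UAS-luciferase; compound 1 h, then 700 uM CuSO4 induction for 20 h at ambient temperature; inhibition read as reduced luminescence.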
Gal4-VP16 FLuc = VP16 counterscreen qHTS for inhibitors of ROR gamma transcriptional activity; Drosophila S2 Gal4-VP16 UAS-luciferase, luminescence, 20 h; Potency, µM (series often up to 53.6 µM), without a hit: at the top dose activity, negative = inhibition, hits mostly inhibitors; actives 3.5% (n = 310,000); AID 2546, 2010;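 also: Gal4-VP16 expression switched on by copper sulfate through the metallothionein promoter; nearly all actives have a fitted effect of over 50% in size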
Active calls of the source: *; [ ] = remark or other dose. Calls follow the shape of the dose curve; as a rule, active = well fitted curve in the direction sought with a large enough effect; inconclusive = small, poorly fitted or top-dose-only effect, or another doubt; inactive = no such curve, though single readings can be large; an effect the other way counts as inactive or inconclusive. % is scaled to controls: 0 for no effect and ±100 for the full control effect; potency is read from the fitted curve at half-maximal effect.

SMILES	RORg inh	Gal4-VP16 FLuc
C[C@@]12CC[C@H]3[C@@H](CCC4=CC(=O)CC[C@]43C)[C@H]1CC[C@H]2C(=O)CO	-1%[16.9 µM]	-11%[17 µM]
CC(=O)C1=C(O)C2C3c4c[nH]c5cccc(c45)CC3C(C)(C)N2C1=O (centres undefined)	-29%	-24%
CC12CCC3C(=CCc4cc(O)ccc43)C1CCC2=O (centres undefined)	-3%	4%

Not a retest: 2 of the compounds above.
SMILES	RORg inh	Gal4-VP16 FLuc
C[C@@]12CC[C@H]3[C@@H](CCC4=CC(=O)CC[C@]43C)[C@H]1CC[C@H]2C(=O)CO	-1%[16.9 µM]	-11%[17 µM]
CC(=O)C1=C(O)C2C3c4c[nH]c5cccc(c45)CC3C(C)(C)N2C1=O (centres undefined)	-29%	-24%

Record cards (already shown).
Results for CC12CCC3C(=CCc4cc(O)ccc43)C1CCC2=O (centres undefined) = RORg inh = -3%; Gal4-VP16 FLuc = 4%
Results for C[C@@]12CC[C@H]3[C@@H](CCC4=CC(=O)CC[C@]43C)[C@H]1CC[C@H]2C(=O)CO = RORg inh = -1%[16.9 µM]; Gal4-VP16 FLuc = -11%[17 µM]

An excerpt (hit frequency here may not be typical).
